Screening results (PubChem)
Pf Dd2 inh: inhibitors of Plasmodium falciparum Dd2 growth. AID 1159554. 2.3% of 94,000 active. activity change, % at 10 µM. P. falciparum Dd2 growth, SYBR Green, 72 h; hits give low values; in the data active means activity change below about -80%
T cruzi growth: blocks T. cruzi growth in NIH3T3 culture; T. cruzi beta-gal in NIH3T3, GalScreen luminescence, 90 h; 5.9% of 77,000 active; inhibition, % at 8.34 µM;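 active means mean inhibition above about 93%, with at least 55% of replicates each passing it, limit read from the data, passing the limit was not always enough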
GASC1 inh: KDM4C (human) demethylase inhibition; Q9H3R0; GST-KDM4C 2-372, H3K9me3 peptide, LANCE TR-FRET; inhibition, % at 12.5 µM; 0.15% of 96,000 active;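 active means mean replicate inhibition above about 25%, with at least 55% of replicates also reaching it, limit read from the data, passing the limit was not always enough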
Target sequence (Q9H3R0 2-372 limits assumed): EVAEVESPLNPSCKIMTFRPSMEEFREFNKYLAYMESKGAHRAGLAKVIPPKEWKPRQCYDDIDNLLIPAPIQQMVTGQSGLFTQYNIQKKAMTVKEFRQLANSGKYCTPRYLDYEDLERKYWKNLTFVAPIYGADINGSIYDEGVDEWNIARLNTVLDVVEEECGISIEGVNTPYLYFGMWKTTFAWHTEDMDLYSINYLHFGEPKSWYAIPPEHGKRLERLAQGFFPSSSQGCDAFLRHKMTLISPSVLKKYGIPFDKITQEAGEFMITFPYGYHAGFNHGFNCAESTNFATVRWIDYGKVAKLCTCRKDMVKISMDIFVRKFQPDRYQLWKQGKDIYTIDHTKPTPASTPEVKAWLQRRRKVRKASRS
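System: N-terminal GST-fused human GASC-1 (KDM4C) fragment, residues 2-372; amount: enzyme final amount 10 nM; incubation: reaction 30 min RT, detection step 1 h RT; medium: HEPES buffer, pH 7.5, plus ascorbate; technique: LANCE TR-FRET, Eu antibody, ULight-streptavidin, EDTA, ex 340 nm, em 618/671 nm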
C diff HTS: C. difficile growth inhibition | 0.25% of 86,000 active | AID 1259249 | growth activity, negative = inhibition, % at 16 µg/mL (by protocol) | Clostridium difficile clinical isolate growth, OD600, 24 h; hits give low values;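 active means mean growth activity at or below -80% and every replicate also at or below -80%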;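 further: 0% = DMSO wells and -100% = levofloxacin 16 µg/mL wells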
The depositor's hits bear a star; & = joins results of further samples.

CN1C(=O)c2cc(NC(=O)Cc3ccccc3)ccc2OC[C@H]2O[C@H](CC(=O)O)CC[C@H]21 was read as Pf Dd2 inh 14, T cruzi growth 7, GASC1 inh 5.1 and C diff HTS -5.
Screening C[C@@H]1CN([C@@H](C)CO)C(=O)Cc2cc(NS(=O)(=O)c3ccc(Cl)cc3)ccc2O[C@H]1CN(C)CC1CCCCC1 returned Pf Dd2 inh -9, T cruzi growth 54, GASC1 inh -1.3 and C diff HTS 13.
NCC[C@H]1CC[C@H](NC(=O)c2ccccc2F)[C@@H](CO)O1 was read as Pf Dd2 inh -2, T cruzi growth 11, GASC1 inh 1.3 and C diff HTS 2.
C[C@@H]1CN([C@@H](C)CO)C(=O)c2cccc(NS(=O)(=O)c3cn(C)cn3)c2O[C@@H]1CN(C)CC1CC1 was read as Pf Dd2 inh 18, T cruzi growth 8, GASC1 inh -1.0 and C diff HTS -3.
C[C@@H]1CN([C@@H](C)CO)C(=O)c2ccccc2-c2ccccc2CO[C@@H]1CN(C)C(=O)CCN(C)C was read as Pf Dd2 inh -4, T cruzi growth -70, GASC1 inh -0.1 and C diff HTS -4.
O=C(c1ccccc1F)N1C[C@@H]2[C@H](c3ccccc31)[C@@H](CO)N2C(=O)c1ccccc1 was read as Pf Dd2 inh 1, T cruzi growth 9, GASC1 inh 1.6 and C diff HTS 5.
For O=C(N[C@H]1CC[C@H](CCNC(=O)C2CCCC2)O[C@H]1CO)c1ccccn1 the results were Pf Dd2 inh 4, GASC1 inh -3.4 and C diff HTS -2.
For C[C@@H]1CN([C@H](C)CO)S(=O)(=O)c2ccc(-c3ccc(C#N)cc3)cc2O[C@H]1CN(C)C the results were T cruzi growth -9, GASC1 inh 0.9 and C diff HTS 6.
Screening COc1cccc(C(=O)N2C[C@H]3[C@@H](c4ccccc42)[C@H](CO)N3C(C)=O)c1 returned Pf Dd2 inh 11, T cruzi growth 22, GASC1 inh 3.3 and C diff HTS -3.
Screening CC(C)c1cn(CC[C@@H]2CC[C@H](NS(=O)(=O)c3ccccc3)[C@H](CO)O2)nn1 returned Pf Dd2 inh -3, T cruzi growth 4, GASC1 inh 1.4 and C diff HTS -2.
CO[C@@H](CN(C)S(=O)(=O)c1cccc(Cl)c1)[C@H](C)CN([C@@H](C)CO)S(=O)(=O)c1cccc(Cl)c1 was read as Pf Dd2 inh -13, T cruzi growth 110* and GASC1 inh -0.2.
For COc1ccc(NC(=O)Nc2ccc3c(c2)[C@H]2C[C@H](CC(=O)NCC(F)(F)F)O[C@H](CO)[C@H]2O3)cc1 the results were Pf Dd2 inh 7, T cruzi growth 1, GASC1 inh -10 and C diff HTS -7.
`CC(C)NC[C@@H]1[C@H](c2ccc(C3=CCCCC3)cc2)[C@H](CO)N1S(C)(=O)=O` gave Pf Dd2 inh -25, T cruzi growth 32, GASC1 inh 4.4 and C diff HTS 21.
Screening C/C=C/c1cnc2c(c1)C(=O)N([C@H](C)CO)C[C@@H](C)[C@@H](CN(C)C(=O)Cc1ccccc1)O2 returned Pf Dd2 inh 9, T cruzi growth 11, GASC1 inh -2.0 and C diff HTS 3.
For O=C(C[C@@H]1CC[C@@H](NC(=O)c2ccc3c(c2)OCO3)[C@H](CO)O1)NCc1ccc(F)cc1 the results were Pf Dd2 inh 21, T cruzi growth -9, GASC1 inh 2.7 and C diff HTS 7.
Screening C[C@@H]1CN([C@H](C)CO)C(=O)c2cc(NC(=O)Cc3ccccc3)ccc2O[C@@H](C)CCCCO[C@@H]1CN(C)C returned Pf Dd2 inh 19, T cruzi growth 21, GASC1 inh 0.2 and C diff HTS -1.
C[C@@H]1CN([C@@H](C)CO)C(=O)Cc2cc(NC(=O)Cc3ccccc3)ccc2O[C@H]1CN(C)Cc1ccc(-c2ccccc2)cc1 was read as Pf Dd2 inh -36, T cruzi growth 1, GASC1 inh -0.8 and C diff HTS 7.
`Cc1ccc(S(=O)(=O)Nc2ccc3c(c2)C(=O)N([C@H](C)CO)C[C@H](C)[C@@H](CN(C)Cc2ccc(Cl)c(Cl)c2)OCCCC[C@H](C)O3)cc1` gave Pf Dd2 inh -14, T cruzi growth 78 and GASC1 inh -0.2.
Screening O=C(Nc1ccccc1)N1C[C@H]2[C@@H](c3ccccc31)[C@H](CO)N2C(=O)c1ccccc1F returned Pf Dd2 inh -13, T cruzi growth 15, GASC1 inh -0.8 and C diff HTS 1.
Screening CO[C@@H]1CN(C)C(=O)c2ccc(NC(=O)C3CCOCC3)cc2OC[C@@H](C)N(Cc2nccs2)C[C@@H]1C returned Pf Dd2 inh 31, T cruzi growth -37 and GASC1 inh 0.0.
Screening C[C@@H]1CN([C@H](C)CO)C(=O)c2cc(NC(=O)C3CCCCC3)ccc2O[C@@H]1CN(C)C(=O)NC1CCCCC1 returned Pf Dd2 inh 4, T cruzi growth 18, GASC1 inh 0.4 and C diff HTS 4.
Screening COc1ccc(S(=O)(=O)N(C)C[C@H]2OCCCC[C@@H](C)Oc3ccc(NC(=O)c4ccncc4)cc3C(=O)N([C@@H](C)CO)C[C@@H]2C)cc1 returned Pf Dd2 inh -25, T cruzi growth 33, GASC1 inh -0.5 and C diff HTS -1.
`Cc1ccc(S(=O)(=O)Nc2ccc3c(c2)C(=O)N([C@H](C)CO)C[C@@H](C)[C@H](CN(C)C(=O)Nc2ccc(C(F)(F)F)cc2)OCCCC[C@H](C)O3)cc1` gave Pf Dd2 inh -63, T cruzi growth 94, GASC1 inh 0.6 and C diff HTS 5.
For Cc1ccc(S(=O)(=O)NCC[C@@H]2CC[C@H](NS(=O)(=O)c3ccccc3Cl)[C@@H](CO)O2)cc1 the results were Pf Dd2 inh -9, T cruzi growth 13, GASC1 inh -0.2 and C diff HTS -1.
`Cc1noc(C)c1S(=O)(=O)N(C)C[C@@H]1OCCCC[C@@H](C)Oc2ccc(NC(=O)NC3CCCCC3)cc2C(=O)N([C@@H](C)CO)C[C@H]1C` gave Pf Dd2 inh -32, T cruzi growth 25, GASC1 inh -0.1 and C diff HTS 3.
Screening CCCC(=O)Nc1ccc2c(c1)C(=O)N(C)C[C@@H](OC)[C@H](C)CN(C(=O)c1cccnc1)[C@@H](C)CO2 returned Pf Dd2 inh 3, T cruzi growth 34 and GASC1 inh 0.3.
OC[C@@H]1[C@@H](c2ccc(C#Cc3cccnc3)cc2)[C@H]2CN(Cc3ccccc3F)CCCCN12 was read as Pf Dd2 inh -73, T cruzi growth 104*, GASC1 inh -1.4 and C diff HTS 3.
Screening C[C@@H]1CN([C@@H](C)CO)C(=O)c2ccccc2-c2ccccc2CO[C@H]1CN(C)C(=O)CCC(F)(F)F returned Pf Dd2 inh 2, T cruzi growth -15, GASC1 inh 0.7 and C diff HTS -3.
Screening CO[C@@H]1CN(C)C(=O)c2cc(NC(C)=O)ccc2OC[C@H](C)N(C(=O)Cc2ccccn2)C[C@H]1C returned Pf Dd2 inh 21, T cruzi growth -4 and GASC1 inh -0.6.
CO[C@@H]1CN(C)C(=O)c2ccc(NC(=O)c3ccc4c(c3)OCO4)cc2OC[C@@H](C)NC[C@@H]1C was read as Pf Dd2 inh -5, T cruzi growth -25 and GASC1 inh 0.7.
For C[C@@H]1CN([C@H](C)CO)C(=O)c2cc(NS(=O)(=O)c3ccccc3)ccc2O[C@@H]1CN(C)S(C)(=O)=O the results were Pf Dd2 inh 3, T cruzi growth 77, GASC1 inh 0.4 and C diff HTS -4.
For CC=Cc1ccc2n(c1=O)C[C@H]1[C@H](CO)[C@@H](C(=O)NCCC)[C@@H]2N1C(=O)C1CCCC1 (mixture of isomers) the results were Pf Dd2 inh 9, T cruzi growth 27, GASC1 inh 1.5 and C diff HTS 2.
Screening O=C(C[C@@H]1CC[C@@H]2[C@H](COC[C@H](O)CN2Cc2ccccc2F)O1)NC1CCC1 returned T cruzi growth -24, GASC1 inh 2.6 and C diff HTS 4&-6.
C[C@@H]1CN([C@@H](C)CO)C(=O)c2cc(NC(=O)Nc3ccc4c(c3)OCO4)ccc2O[C@@H](C)CCCCO[C@@H]1CN(C)S(=O)(=O)c1ccc(F)cc1 was read as Pf Dd2 inh -74, T cruzi growth 44, GASC1 inh -1.0 and C diff HTS 1.
Screening O=C(NCC1CC1)[C@H]1[C@H](CO)[C@H]2Cn3c(ccc(-c4ccc(F)cc4)c3=O)[C@@H]1N2 returned Pf Dd2 inh 4, T cruzi growth 6, GASC1 inh -2.6 and C diff HTS 1.
`COCc1cn(CC[C@@H]2CC[C@H](NC(=O)Cc3cccnc3)[C@@H](CO)O2)nn1` gave Pf Dd2 inh 18, T cruzi growth -32, GASC1 inh -0.9 and C diff HTS 3.

Nothing new here: an excerpt of the list.
Screening C[C@@H]1CN([C@@H](C)CO)C(=O)c2ccccc2-c2ccccc2CO[C@H]1CN(C)C(=O)CCC(F)(F)F returned Pf Dd2 inh 2, T cruzi growth -15, GASC1 inh 0.7 and C diff HTS -3.
Screening CO[C@@H]1CN(C)C(=O)c2cc(NC(C)=O)ccc2OC[C@H](C)N(C(=O)Cc2ccccn2)C[C@H]1C returned Pf Dd2 inh 21, T cruzi growth -4 and GASC1 inh -0.6.
CO[C@@H]1CN(C)C(=O)c2ccc(NC(=O)c3ccc4c(c3)OCO4)cc2OC[C@@H](C)NC[C@@H]1C was read as Pf Dd2 inh -5, T cruzi growth -25 and GASC1 inh 0.7.
For C[C@@H]1CN([C@H](C)CO)C(=O)c2cc(NS(=O)(=O)c3ccccc3)ccc2O[C@@H]1CN(C)S(C)(=O)=O the results were Pf Dd2 inh 3, T cruzi growth 77, GASC1 inh 0.4 and C diff HTS -4.
For CC=Cc1ccc2n(c1=O)C[C@H]1[C@H](CO)[C@@H](C(=O)NCCC)[C@@H]2N1C(=O)C1CCCC1 (mixture of isomers) the results were Pf Dd2 inh 9, T cruzi growth 27, GASC1 inh 1.5 and C diff HTS 2.
Screening O=C(C[C@@H]1CC[C@@H]2[C@H](COC[C@H](O)CN2Cc2ccccc2F)O1)NC1CCC1 returned T cruzi growth -24, GASC1 inh 2.6 and C diff HTS 4&-6.

(cont.)
O=C(NCC(F)(F)F)[C@@H]1[C@@H](CO)[C@@H]2Cn3c(cccc3=O)[C@@H]2N1C(=O)c1ccccc1F was read as T cruzi growth -11, GASC1 inh 0.0 and C diff HTS 2.
For COc1ccc(NC(=O)Nc2ccc3c(c2)CC(=O)N([C@H](C)CO)C[C@@H](C)[C@H](CN(C)S(=O)(=O)c2ccc(C)cc2)O3)cc1 the results were Pf Dd2 inh 0, GASC1 inh -1.8 and C diff HTS -7.
For N#C[C@H]1[C@@H](c2ccccc2-c2cccc(F)c2)[C@@H](CO)N1C(=O)C1CCCCC1 the results were Pf Dd2 inh 1, GASC1 inh 0.1 and C diff HTS -19.
`O=C(c1ccccc1)N1C[C@@H]2[C@H](c3ccccc31)[C@H](CO)N2C(=O)Nc1ccccc1Cl` gave Pf Dd2 inh 6, T cruzi growth 74, GASC1 inh -1.0 and C diff HTS -1.
`COc1ccc(S(=O)(=O)N(C)C[C@@H]2OCCCC[C@@H](C)Oc3ccc(NS(=O)(=O)c4ccc(Cl)cc4)cc3C(=O)N([C@@H](C)CO)C[C@H]2C)cc1` gave Pf Dd2 inh -41, GASC1 inh 0.8 and C diff HTS -1.
For CNC[C@@H]1Oc2c(NC(=O)c3nc4ccccc4s3)cccc2C(=O)N([C@H](C)CO)C[C@H]1C the results were Pf Dd2 inh -9, T cruzi growth 30, GASC1 inh 9.6 and C diff HTS -4.
For COc1ccc(NC(=O)N[C@H]2CC[C@H](CC(=O)NC3CCCCC3)O[C@@H]2CO)cc1 the results were Pf Dd2 inh -7, GASC1 inh 1.6 and C diff HTS 1.
Screening C[C@@H]1CCCCO[C@@H](CN(C)C(=O)Nc2ccc(C(F)(F)F)cc2)[C@H](C)CN([C@@H](C)CO)C(=O)c2cc(NC(=O)c3ccccc3)ccc2O1 returned Pf Dd2 inh -19, T cruzi growth 91, GASC1 inh 5.6 and C diff HTS 0.
C/C=C/c1cnc2c(c1)C(=O)N([C@H](C)CO)C[C@H](C)[C@@H](CN(C)Cc1ccc(F)cc1)O2 was read as Pf Dd2 inh -37, T cruzi growth 46, GASC1 inh 7.2 and C diff HTS 0.
O=C(C1CCC1)N1C[C@H]2[C@@H](c3ccccc31)[C@@H](CO)N2C(=O)Cc1ccccn1 was read as Pf Dd2 inh 1, T cruzi growth 32, GASC1 inh 4.1 and C diff HTS -10.
Screening C[C@H]1CN([C@@H](C)CO)C(=O)c2cc(NC(=O)CCC(F)(F)F)ccc2O[C@H]1CN(C)C(=O)Nc1cccc2ccccc12 returned Pf Dd2 inh -1, T cruzi growth 0, GASC1 inh 0.9 and C diff HTS 1.
Screening CCNC(=O)C[C@H]1CC[C@H]2[C@@H](COC[C@H](O)CN2Cc2ccc(Cl)c(Cl)c2)O1 returned Pf Dd2 inh 2, T cruzi growth -31 and GASC1 inh -3.5.
`COc1ccc(-c2ccc3c(c2)[C@@H]2[C@@H](CCN2C(=O)Cc2cccnc2)[C@H](CO)N3C)cc1` gave Pf Dd2 inh -3, T cruzi growth 76, GASC1 inh -0.9 and C diff HTS -4.
`Cc1ccc(S(=O)(=O)N[C@H]2CC[C@@H](CCNC(=O)C3CC3)O[C@@H]2CO)cc1` gave GASC1 inh 1.5 and C diff HTS 1.
